PMI act hi M6P: activators of human phosphomannose isomerase at near-saturating mannose 6-phosphate | P34949 | coupled PMI enzyme assay, resazurin fluorescence, 20 min; hits give high values; 1 = untreated enzyme, 0 = substrate-free blank | activation factor at 20 µM | 190,000 compounds, 0.34% hits;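 active = activation factor of 2 or more at 20 µM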
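Technique: Diaphorase-driven resazurin-to-resorufin fluorescence, excitation 544, emission 590 nm | Assay system: Human PMI in coupled enzyme assay | Times: Enzyme reaction with compound 20 min at room temperature | Medium: HEPES-buffered pH 7.4 with magnesium and detergent | Reagent: Mannose-6-phosphate 1.0 mM (near-saturating) plus 0.22 mM NADP+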
G6PDH counter: inhibits Leuconostoc G6PDH, flagging false hits in G6PDH-based assays | Purified L. mesenteroides G6PDH, diaphorase/resazurin coupled fluorescence, 45 min | inhibition, % at 5 µM | 200,000 compounds, 0.12% hits | AID 1020; in the data active = inhibition above about 50%
TNAP inh no acc: inhibitors of human TNAP without phosphate acceptor | AID 1012 | purified TNAP, CDP-star luminescence, 30 min | 200,000 compounds, 0.26% hits | inhibition, % at 20 µM | P05186;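 active = tissue-nonspecific alkaline phosphatase inhibition above about 50% at 20 µM in the single-dose screen, limit read from the data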;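 note: 0% = DMSO negative control and 100% = EDTA positive control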
Target sequence (P05186 whole entry, looked up): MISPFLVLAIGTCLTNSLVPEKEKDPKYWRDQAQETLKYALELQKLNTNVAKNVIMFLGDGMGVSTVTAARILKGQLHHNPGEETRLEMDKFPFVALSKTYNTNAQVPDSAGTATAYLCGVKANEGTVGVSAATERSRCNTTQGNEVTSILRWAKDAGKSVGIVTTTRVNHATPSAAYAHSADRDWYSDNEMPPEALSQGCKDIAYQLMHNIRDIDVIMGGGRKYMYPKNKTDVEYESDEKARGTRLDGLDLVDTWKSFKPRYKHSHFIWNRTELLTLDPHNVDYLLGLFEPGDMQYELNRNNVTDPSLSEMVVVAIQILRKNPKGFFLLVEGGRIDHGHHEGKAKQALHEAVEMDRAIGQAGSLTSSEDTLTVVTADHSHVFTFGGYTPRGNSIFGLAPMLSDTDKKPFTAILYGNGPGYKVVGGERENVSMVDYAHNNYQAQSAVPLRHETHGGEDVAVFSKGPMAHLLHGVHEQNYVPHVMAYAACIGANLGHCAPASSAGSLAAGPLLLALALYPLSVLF
Diaph act CS: activates diaphorase or chemically reduces, flagging diaphorase assay artifacts. Diaphorase/resazurin coupled assay, resorufin fluorescence, 16 min; hits give high values; 1 = vehicle wells, 0 = NADH-free wells. activation factor at 20 µM. 190,000 compounds, 0.005% hits. AID 1229;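 active = diaphorase activity raised at least twofold by the compound at 20 µM; inactive = activation factor below 2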
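Test system: Clostridium kluyveri diaphorase, purified enzyme; input: enzyme 0.07 U/mL final; buffer or medium: 50 mM HEPES pH 7.4 with 4.542 mM MgCl2, 0.005% Tween 20; also added: 0.114 mM NADH and 0.1 mM resazurin, final amounts; schedule: 16 min enzyme reaction, ambient temperature; technique: fluorescence of resorufin, 544 nm excitation, 590 nm emission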
TNAP act hi DEA: activators of human TNAP at high phosphate acceptor concentration. activation factor at 20 µM. AID 1136. 200,000 tested, under 10 active. P05186. purified TNAP, CDP-star luminescence, 1 M DEA, 30 min; hits give high values; 0 = EDTA background, 1 = DMSO-only activity;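 active = activation factor at least 2 at 20 µM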
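Assay system: human TNAP; Input: enzyme diluted 1/800 final; Reagent: CDP-star luminogenic substrate at 100 µM final; Timing: 30 min, room temperature; Signal: luminescence; Evaluation: TNAP activation factor scaled between EDTA and DMSO control wells.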
TNAP inh hi DEA: blocks human TNAP under high phosphate acceptor concentration | inhibition, % at 20 µM | P05186 | AID 1135 | 200,000 compounds, 0.03% hits | purified TNAP, CDP-star luminescence, 1 M DEA;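 active = over 50% inhibition of tissue-nonspecific alkaline phosphatase at 20 µM in the single-dose screen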;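 note: plate controls were DMSO wells for no effect and EDTA-quenched wells as full inhibition for full effect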
FLuc stim CS: firefly luciferase counter-screen for stimulation assays | P08659 | ATPlite luciferase biochemical, luminescence, 10 min; 0 = ATP-free wells, 1 = DMSO control | activation factor at 10 µM | 200,000 tested, under 10 active | AID 1027;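 active = luciferase activation factor, scaled between plate controls, of at least 2 with compound at 10 µM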
Target sequence (P08659 whole entry, looked up): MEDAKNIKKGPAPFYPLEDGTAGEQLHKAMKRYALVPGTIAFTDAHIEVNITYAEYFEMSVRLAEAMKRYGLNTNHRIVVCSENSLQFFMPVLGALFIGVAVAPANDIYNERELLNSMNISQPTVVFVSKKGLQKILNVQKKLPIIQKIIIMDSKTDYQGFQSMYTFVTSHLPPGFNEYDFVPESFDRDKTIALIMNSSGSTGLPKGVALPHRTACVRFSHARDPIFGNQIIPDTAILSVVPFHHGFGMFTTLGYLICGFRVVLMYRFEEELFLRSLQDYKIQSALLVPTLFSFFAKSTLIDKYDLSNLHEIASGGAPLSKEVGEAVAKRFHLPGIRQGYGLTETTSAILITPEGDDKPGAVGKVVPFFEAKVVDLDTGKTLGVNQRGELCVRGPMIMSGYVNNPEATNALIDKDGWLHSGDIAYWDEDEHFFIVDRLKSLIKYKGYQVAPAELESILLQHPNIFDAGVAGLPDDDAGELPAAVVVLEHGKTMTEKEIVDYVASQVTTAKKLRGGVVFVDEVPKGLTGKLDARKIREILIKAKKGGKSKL
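Material: Luciferase/luciferin reagent mix | Doses: Test compounds dosed from 2 mM stocks in 100% DMSO | Timing: 10 min incubation after luciferase reagent addition, room temperature | Measured by: Luminescence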
PMI activator: phosphomannose isomerase (human) activation | P34949 | purified human PMI, coupled resazurin fluorescence, 20 min; hits give high values; 1 = vehicle control, 0 substrate-free wells | activation factor at 20 µM | 190,000 compounds, 0.005% hits;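 active = activation factor of 2 or more at 20 µM, relative to plate controls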
HMGR II inh: blocks class II HMG-CoA reductase of Enterococcus faecalis; inhibition, % at 10 µM; 190,000 compounds, 0.41% hits; purified E. faecalis HMGR, NADPH absorbance 340 nm kinetic;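 active = inhibition above a set limit, the median over all tested compounds plus 3 SD, cut at about 9.5% in these data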;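 note: enzyme runs in reverse so mevalonate oxidation gives rising NADPH absorbance; 0% = complete reaction with DMSO and 100% = background rate lacking mevalonate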
Diaph inh CS: counter-screen for diaphorase-based assays: diaphorase inhibitors and chemical oxidizers; diaphorase resazurin-to-resorufin fluorescence, NADH, 16 min; bacterial (C. kluyveri) enzyme, not human; inhibition, % at 20 µM; 190,000 compounds, 0.69% hits; AID 1217;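 active = primary screen inhibition at 20 µM above a set limit, cut at about 50% in these data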;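 note: plate controls were DMSO with full reaction for no effect and wells lacking NADH for full effect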
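System: Diaphorase enzyme from Clostridium kluyveri | Amount: Enzyme working solution with 0.14 U/mL diaphorase | Benchmarks: No-NADH positive control and DMSO neutral control | Signal: Fluorescence of resorufin formed from resazurin, Ex 544/Em 590 nm | Schedule: 16-min room-temperature incubation before reading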
* hit, by the source's call; nt = no result given. No enrichment for hits; about 1.7% have a hit in one of these screens.

SMILES | PMI act hi M6P | G6PDH counter | TNAP inh no acc | Diaph act CS | TNAP act hi DEA | TNAP inh hi DEA | FLuc stim CS | PMI activator | HMGR II inh | Diaph inh CS
Nc1cc(Oc2ccc(F)cc2F)cc([N+](=O)[O-])c1 | 1 | 8 | -16 | 1 | 1 | -5 | 1 | 1 | 0 | -1
CCN(CC)S(=O)(=O)c1ccc(C)c(N=C=S)c1 | 1 | 2 | -9 | 1 | 1 | -4 | 1 | 1 | 6 | -4
CC(=O)c1cccc(NC(=O)c2ccc(N(Cc3ccccc3C)S(C)(=O)=O)cc2)c1 | 1 | 10 | -4 | 0.9 | 1 | -2 | 1 | 0.9 | -5 | 13
COc1ccc(CCNc2ncnc3sccc23)cc1OC | 1 | -5 | -17 | 0.9 | 1.1 | -6 | 1 | 1.1 | -2 | 11
COc1ccccc1-n1cnc2cc(NCc3ccco3)ccc21 | 0.7 | 14 | -3 | 0.8 | 1.1 | -10 | 1 | 0.8 | -9 | 24
COCCCNC(=O)Cn1cc2c(n1)CCCCC2 | 0.9 | 24 | -4 | 1 | 1 | -3 | 1 | 0.9 | -8 | -1
COc1ccc(CCNS(=O)(=O)c2ccc3c(c2)OCCO3)cc1 | 0.9 | -15 | -13 | 0.8 | 1 | -3 | 1.1 | 0.8 | 2 | 22
C=C(C)c1cccc(C(C)(C)NC(=O)N2CCCC(C(N)=O)C2)c1 (stereo unspecified) | 1 | 0 | -3 | 1 | 0.9 | 6 | 1 | 1 | -8 | 1
O=C(Nc1cccc(Oc2ccc3c(c2)C(=O)NC3=O)c1)c1cccs1 | 1 | -9 | -2 | 0.8 | 1 | 0 | 1.1 | 0.9 | -2 | 19
O=C(CCN1C(=O)c2ccccc2C1=O)OCn1nnc2ccccc2c1=O | 1 | 4 | -12 | 0.9 | 1.1 | -5 | 1 | 1 | 1 | 13
COc1cc(OC)nc(Oc2ccccc2C(=O)Oc2ccc(F)cc2Cl)n1 | 1 | 10 | 1 | 0.9 | 1 | -1 | 1.1 | 1 | -4 | 12
c1ccc(COc2cccc(CNCc3ccccn3)c2)cc1 | 1.1 | 7 | -42 | 1.2 | 1.1 | -6 | 1 | 1.1 | -5 | -25
COc1cc(OC)cc(-c2nc3ccccc3c(=O)n2OC(=O)c2ccc(Br)cc2)c1 | 1.1 | -1 | -18 | 0.9 | 1 | -2 | 1.1 | 0.9 | 0 | 12
O=C(O)CCn1ccnc1-c1ccccc1 | 1.1 | 2 | -9 | 0.9 | 1.1 | -8 | 1.1 | 1 | -1 | 8
COc1ccccc1C(=O)OCC(=O)Nc1cc(S(=O)(=O)N2CCOCC2)ccc1N1CCCC1 | 0.9 | 0 | -12 | 0.9 | 1.1 | -5 | 1 | 1.1 | 4 | 13
CC1=CC2=NC(=O)CC(C)(C(=O)N(CC(=O)NC(C)(C)C)Cc3cccs3)N2C=C1 (stereo unspecified) | 1.1 | 7 | -11 | 1 | 1 | -2 | 1.1 | 1 | -8 | 2
CCOC(=O)CSc1nnc([C@H](C)NC(=O)OC(C)(C)C)o1 | 1 | -9 | -10 | 1 | 1 | 0 | 1.1 | 1 | 2 | 4
CCOC(=O)c1cc(-c2ccccc2)sc1NC(=O)CSc1nnnn1C | 0.9 | 4 | -3 | 0.7 | 1.1 | -6 | 1 | 0.9 | 2 | 32
COC(=O)c1cccc(NS(=O)(=O)c2ccc(OC)c(OC)c2)c1C | 1.1 | 8 | -4 | 0.9 | 1.1 | -5 | 1.1 | 1.1 | -3 | 11
CC(NC(=O)NC(N)=O)(C(F)(F)F)C(F)(F)F | 1 | -3 | -10 | 0.9 | 1.1 | -7 | 1.1 | 1 | -2 | 7
Cc1cc(C)c(NC(=O)CSc2nnc(-c3ccncc3)n2Cc2ccco2)c(Cl)c1 | 1.1 | 6 | 8 | 1.1 | 1 | -5 | 1 | 1.2 | 7 | -13
Cn1ncc([N+](=O)[O-])c1C(=O)Nc1nccs1 | 1 | 8 | -12 | 1 | 1 | 0 | 1.1 | 1.1 | 2 | -2
CCOC(=O)N/N=C\c1ccc([N+](=O)[O-])o1 | 1 | 3 | -7 | 0.8 | 1 | 0 | 1.1 | 1 | -7 | 18
C=CCN(Cc1nc(-c2ccc(OC)c(OC)c2)oc1C)C1CCS(=O)(=O)C1 (stereo unspecified) | nt | 5 | -7 | nt | 1 | -1 | 1 | nt | -1 | nt
O=C(Nc1ccc(F)cc1)Nc1ccc(N2CCCC2)c(S(=O)(=O)Nc2ccccc2Cl)c1 | 1.1 | 10 | -26 | 0.9 | 1 | -2 | 1 | 1 | 2 | 14
CCc1c(C)nc(SCC(=O)Nc2cccc(Br)c2)[nH]c1=O | 1.1 | 10 | -2 | 1 | 1 | -3 | 1.1 | 1 | -3 | 0
O=C(O)C1CC=CCC1C(=O)NCCc1ccccc1 (stereo unspecified) | 1 | -7 | -6 | 1 | 1 | -1 | 1 | 1 | 2 | 5
COc1cc(OC)cc(C(=O)OCc2ccc([N+](=O)[O-])cc2)c1 | 1 | 8 | -3 | 1 | 1 | -1 | 1 | 1.1 | 1 | -1
O=C(Nc1ccc2c(c1)OCO2)C1CCCN1C(=O)OCc1ccccc1 (stereo unspecified) | 1 | 2 | -19 | 0.8 | 1.1 | -8 | 1.1 | 1 | 1 | 17
CC1(C)CC(=O)C2=C(C1)NC(=O)CC2c1ccc(N(CCC#N)CCC#N)cc1 (stereo unspecified) | 1 | 13 | -4 | 1 | 0.9 | 5 | 1 | 0.9 | 2 | 1
O=C(CCC1CCCN(C(=O)c2cc(C3CC3)[nH]n2)C1)N1CCN(c2ccccn2)CC1 (stereo unspecified) | 1 | 4 | 28 | 1 | 1 | -4 | 1 | 1 | -3 | 0
CC(=O)c1cc(NC(=O)c2ccc(C)cc2)c(=O)oc1C | 1.9 | -4 | -4 | 1 | 1 | -4 | 0.7 | 1.6 | -5 | 1
Cc1cccc(C)c1NC(=O)C(=O)NCCOc1ccc(Cl)cc1 | 0.9 | 13 | -11 | 0.8 | 1.1 | -8 | 1.1 | 0.9 | -1 | 21
COc1ccc(N(CC(=O)NCCSC2CCCCC2)S(C)(=O)=O)c(OC)c1 | 1 | 14 | -14 | 0.9 | 1 | -2 | 0.9 | 1 | -1 | 5
Cc1ccc(S(=O)(=O)N(Cc2ccc(F)cc2)Cc2ccco2)cc1 | 0.9 | 0 | -8 | 0.8 | 1 | -2 | 1.1 | 0.8 | 0 | 17
COC(=O)[C@H](CCSC)NC(=O)Nc1ccc(C(C)C)cc1 | 1 | 0 | -13 | 0.9 | 1 | -3 | 1 | 1 | -3 | 14
Cc1cccc(-n2c(N)cc(=O)nc2SC(C)C(=O)NC2CCCCC2)c1 (stereo unspecified) | 1 | 3 | 3 | 1 | 1.1 | -7 | 1.1 | 1 | -3 | 4
COc1ccc(NC(=O)c2ccccc2S(=O)c2ccccc2C#N)cc1 (stereo unspecified) | 1 | 5 | -14 | 1 | 1.1 | -6 | 1.1 | 1.1 | -2 | 3
O=C(CSc1nc2ccccc2c(=O)n1-c1ccc(F)cc1)Nc1ccc(N2CCOCC2)cc1 | 1 | -54 | -11 | 0.8 | 1 | -2 | 1.1 | 1 | -3 | 16
CCC(=O)Nc1ccc(N2CCN(Cc3ccccc3)CC2)cc1 | 1 | -3 | -8 | 0.9 | 1.1 | -7 | 1 | 1.1 | 0 | 7

Twelve compounds already listed, arranged by molar mass, low to high:
SMILES | PMI act hi M6P | G6PDH counter | TNAP inh no acc | Diaph act CS | TNAP act hi DEA | TNAP inh hi DEA | FLuc stim CS | PMI activator | HMGR II inh | Diaph inh CS
O=C(O)C1CC=CCC1C(=O)NCCc1ccccc1 (stereo unspecified) | 1 | -7 | -6 | 1 | 1 | -1 | 1 | 1 | 2 | 5
COc1cc(OC)cc(C(=O)OCc2ccc([N+](=O)[O-])cc2)c1 | 1 | 8 | -3 | 1 | 1 | -1 | 1 | 1.1 | 1 | -1
CCC(=O)Nc1ccc(N2CCN(Cc3ccccc3)CC2)cc1 | 1 | -3 | -8 | 0.9 | 1.1 | -7 | 1 | 1.1 | 0 | 7
COC(=O)[C@H](CCSC)NC(=O)Nc1ccc(C(C)C)cc1 | 1 | 0 | -13 | 0.9 | 1 | -3 | 1 | 1 | -3 | 14
Cc1cccc(C)c1NC(=O)C(=O)NCCOc1ccc(Cl)cc1 | 0.9 | 13 | -11 | 0.8 | 1.1 | -8 | 1.1 | 0.9 | -1 | 21
O=C(Nc1ccc2c(c1)OCO2)C1CCCN1C(=O)OCc1ccccc1 (stereo unspecified) | 1 | 2 | -19 | 0.8 | 1.1 | -8 | 1.1 | 1 | 1 | 17
COc1ccc(NC(=O)c2ccccc2S(=O)c2ccccc2C#N)cc1 (stereo unspecified) | 1 | 5 | -14 | 1 | 1.1 | -6 | 1.1 | 1.1 | -2 | 3
CCc1c(C)nc(SCC(=O)Nc2cccc(Br)c2)[nH]c1=O | 1.1 | 10 | -2 | 1 | 1 | -3 | 1.1 | 1 | -3 | 0
Cc1cccc(-n2c(N)cc(=O)nc2SC(C)C(=O)NC2CCCCC2)c1 (stereo unspecified) | 1 | 3 | 3 | 1 | 1.1 | -7 | 1.1 | 1 | -3 | 4
CC1(C)CC(=O)C2=C(C1)NC(=O)CC2c1ccc(N(CCC#N)CCC#N)cc1 (stereo unspecified) | 1 | 13 | -4 | 1 | 0.9 | 5 | 1 | 0.9 | 2 | 1
COc1ccc(N(CC(=O)NCCSC2CCCCC2)S(C)(=O)=O)c(OC)c1 | 1 | 14 | -14 | 0.9 | 1 | -2 | 0.9 | 1 | -1 | 5
O=C(CSc1nc2ccccc2c(=O)n1-c1ccc(F)cc1)Nc1ccc(N2CCOCC2)cc1 | 1 | -54 | -11 | 0.8 | 1 | -2 | 1.1 | 1 | -3 | 16
